Platelet DG rel: modulates dense granule release in human platelets | inhibition, %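 (compounds screened at 7.5 µM in platelet-rich plasma)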 | 0.22% of 300,000 active | human platelet-rich plasma, SFLLRN dense granule ATP release, luminescence;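 active = mean replicate score, as percent of positive control, at or above 50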
TRPC6 act: mouse TRPC6 channel activation; Q61143; HEK293-TRPC6 membrane potential dye fluorescence; active compounds read high; B-score at 10 µM; 0.13% of 310,000 active;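 active = B-score of the integrated fluorescence ratio above library mean plus 3 SD, and starting fluorescence ratio within library mean plus 5 SD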;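 note: higher score means more depolarization so channel activation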
MrgX1 ag: human MrgX1 receptor agonism, primary screen. Q96LB2. MrgX1-HEK293 cells, Fluo-4 calcium fluorescence, agonist mode; active compounds read high. B-score at 10 µM. 0.44% of 310,000 active. AID 588627;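 active = calcium response B-score plate-corrected fluorescence ratio at least 3 library SD, with starting fluorescence B-score inside 5 SD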
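Material – MrgX1-expressing HEK293 cells · Input – 15,000 cells seeded per well · Dosing – compound as first of three additions · Times – overnight seeding, then 1 h dark dye loading · Measured by – kinetic Fluo-4 NW fluorescence of intracellular calcium · Read-out – B-scored fluorescence response ratio · Benchmarks – positive and negative control wells on each plate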
RGS4 inh: inhibitors of human RGS4 | P49798 | HEK293 M3R/RGS4 inducible, Fluo-4 calcium flux; active compounds read high; triggered by carbachol at its EC20 | B-score at 10 µM | 0.45% of 310,000 active;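 active = B-score, a plate-corrected calcium signal, over three deviations above library mean, with baseline fluorescence within five deviations of library mean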;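 note: RGS4 expression induced by doxycycline in cells with stable M3 receptor; B-score is computed from the integrated fluorescence ratio over baseline after carbachol; higher B-score means a larger calcium signal and so more RGS4 inhibition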
RGS4 pot: potentiators or activators of RGS4. HEK293 M3R/inducible RGS4, carbachol calcium flux Fluo4; active compounds read low. B-score at 10 µM. 0.92% of 310,000 active;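 active = B-score of the integrated calcium signal more than 4 SD below the library mean, with starting fluorescence not abnormally high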;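 note: negative B-score means reduced calcium response which marks RGS4 activation or potentiation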
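Material: Inducible-RGS4 HEK293 cells carrying M3 receptor; also added: carbachol at ECmax as muscarinic agonist stimulus; incubation: compound preincubation 20 min at room temperature before agonist; signal: Fluo4-AM (2 µM) calcium-flux fluorescence, kinetic read; measure: integrated calcium ratio converted to B score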
TRPC6 inh: blocks the mouse TRPC6 cation channel. HEK293-TRPC6, membrane potential dye, ACh-evoked depolarization; active compounds read low. B-score at 10 µM. 1.1% of 310,000 active. AID 2553;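 active = B-score under library mean minus 3 SD, initial fluorescence not abnormally high, positive integrated signal ratio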;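 note: B-score derived from integrated fluorescence ratio over the kinetic read; more negative B-score means stronger inhibition of depolarization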
TRPC4 inh: TRPC4 (mouse) channel inhibition; HEK293 TRPC4beta/mu-opioid, DAMGO-evoked Fluo4 calcium flux; active compounds read low; B-score at 10 µM; 0.39% of 300,000 active; AID 2247;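 active = B-score over 3 SD under the library average, no early fluorescence shift, positive overall ratio signal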
Target sequence (Q9QUQ5 whole entry, looked up): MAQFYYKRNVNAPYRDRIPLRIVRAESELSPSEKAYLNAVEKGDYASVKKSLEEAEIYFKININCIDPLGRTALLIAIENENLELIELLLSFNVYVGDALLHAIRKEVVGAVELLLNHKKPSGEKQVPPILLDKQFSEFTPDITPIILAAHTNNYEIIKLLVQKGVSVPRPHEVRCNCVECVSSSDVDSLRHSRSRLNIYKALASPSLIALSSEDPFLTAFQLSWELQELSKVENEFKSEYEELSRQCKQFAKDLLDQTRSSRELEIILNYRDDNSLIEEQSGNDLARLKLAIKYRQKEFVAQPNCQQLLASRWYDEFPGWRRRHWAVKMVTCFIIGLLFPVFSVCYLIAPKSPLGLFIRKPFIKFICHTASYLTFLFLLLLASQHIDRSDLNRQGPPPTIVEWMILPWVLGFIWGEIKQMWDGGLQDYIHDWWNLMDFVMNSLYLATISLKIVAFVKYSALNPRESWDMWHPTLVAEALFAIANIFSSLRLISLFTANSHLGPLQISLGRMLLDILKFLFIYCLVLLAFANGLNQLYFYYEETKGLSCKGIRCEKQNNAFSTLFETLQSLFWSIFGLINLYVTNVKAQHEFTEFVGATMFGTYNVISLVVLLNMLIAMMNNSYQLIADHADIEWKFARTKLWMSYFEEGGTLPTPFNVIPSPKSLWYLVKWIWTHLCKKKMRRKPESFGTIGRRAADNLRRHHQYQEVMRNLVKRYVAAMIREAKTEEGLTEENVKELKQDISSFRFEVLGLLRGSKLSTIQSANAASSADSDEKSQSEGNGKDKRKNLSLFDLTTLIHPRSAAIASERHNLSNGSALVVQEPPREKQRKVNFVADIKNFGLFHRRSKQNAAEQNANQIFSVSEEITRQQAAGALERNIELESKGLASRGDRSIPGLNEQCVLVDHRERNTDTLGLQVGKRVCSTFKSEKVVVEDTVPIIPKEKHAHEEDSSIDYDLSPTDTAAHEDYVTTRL
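material = TRPC4beta/mu-opioid receptor HEK293 cell line | probe or stimulus = sequential submaximal and maximal DAMGO stimulation | compound dosing = one concentration per compound | measured by = Fluo4 Ca2+ flux fluorescence | evaluation = integrated fluorescence ratio relative to baseline, converted to per-well B score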
SKKanGAS inh: SKKanGAS growth inhibition; 1.3% of 300,000 active; S. pyogenes SKKanGAS, kanamycin growth, BacTiter-Glo, 6 h; AID 1662; inhibition, % at 7.5 µM;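 active = mean replicate score, as percent of positive control median, at least 50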;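 note: strain carries kanamycin resistance gene driven by streptokinase promoter and grows in 40 µg/ml kanamycin; loss of luminescence reflects streptokinase promoter inhibition or plain growth inhibition; 0% = median of DMSO wells and 100% = positive control at its reference dose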
HIF act: HIF pathway transcriptional activation. U2OS HRE-luciferase reporter, luminescence; normalized: DMSO 0%, desferrioxamine 100%. activation, % at 7.5 µM (by protocol). 0.32% of 300,000 active. AID 1910;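 active = mean activation of at least 10% of the iron chelator positive control signal, with at least half of replicates also reaching 10%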
MrgX1 antagonist: blocks BAM8-22 activation of human MrgX1 receptor. Q96LB2. MRGX1-HEK293 calcium flux, Fluo-4, BAM8-22 antagonism; active compounds read low. B-score at 10 µM. 1.3% of 310,000 active. AID 588676;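 active = calcium-response B-score plate-corrected more than 3 library SD below zero, starting fluorescence within 5 deviations, no agonist response on first addition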;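 note: peak minus trough fluorescence over baseline after final BAM8-22 challenge near maximal dose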
MrgX1 PAM: human MrgX1 positive allosteric modulation, primary screen; Q96LB2; MrgX1-HEK293, Fluo-4 calcium flux, FDSS; active compounds read high; B-score at 10 µM; 0.63% of 310,000 active; AID 588675;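 active = plate-corrected calcium response at least 3 library SD above typical, normal starting fluorescence, not activating the receptor alone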;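 note: compound read alongside a low EC10 to EC30 dose of BAM8-22 agonist; peak minus trough fluorescence over baseline measured at the second addition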
The depositor's hits bear a star; i = inactive; / = no result given.

SMILES	Platelet DG rel	TRPC6 act	MrgX1 ag	RGS4 inh	RGS4 pot	TRPC6 inh	TRPC4 inh	SKKanGAS inh	HIF act	MrgX1 antagonist	MrgX1 PAM
COc1ccc(N(CC(=O)NCCc2ccccc2)C(=O)c2csnn2)cc1OC	-1	i	i	i	i	i	i	0	-0.2	i	i
NS(=O)(=O)c1ccc(CCNC2CC(=O)N(Cc3ccccc3)C2=O)cc1 (centres undefined)	6	i	i	i	i	i	i	6	-0.2	i	i
O=C1C2C3c4ccccc4C(c4ccccc43)C2C(=O)N1Cc1ccco1 (centres undefined)	-2	i	i	i	i	i	i	4	-0.4	i	i
Cc1cccc(NC(=O)c2cc(-c3ccco3)nc3ccccc23)n1	3	i	i	i	i	i	i	-8	0.1	i	i
CC(C)(C)S(=O)(=O)c1cnc2c(S(=O)(=O)c3ccccc3)cnn2c1N	-21	i	i	i	i	i	i	-5	-0.8	i	i
Cc1cc(NC(=O)CSCc2ccccc2C)no1	9	i	i	i	i	i	i	10	0.2	i	i
CN(C)S(=O)(=O)c1ccc(Cl)c(NC(=O)COC(=O)/C=C/c2ccco2)c1	-2	i	i	i	i	i	i	4	-0.2	i	i
CC(C)(C)OC(=O)C1C(=O)CC(C)(O)C(C(=O)OC(C)(C)C)C1c1ccco1 (centres undefined)	2	i	i	i	i	i	i	-3	-0.4	i	i
Cc1cc(=O)[nH]c2c(N=Nc3ccc(O)cc3)c(N)nn12	6	i	/	i	i	i	i	2	-0.2	/	/
C#CCOCCOCCOCCNc1nc(N2CCN(C(=O)[C@H](CCC(=O)O)n3cc(C(N)CC(C)C)nn3)CC2)nc(N2CCN(C(=O)[C@H](CCC(=O)O)n3cc(C(N)[C@H](C)CC)nn3)CC2)n1 (some centres undefined)	6	i	i	i	i	i	i	5	-0.7	i	i
CCOc1ccccc1-c1noc(CCC(=O)NC2CCCCC2)n1	5	i	i	i	i	i	i	1	0.5	i	i
c1ccc2nc(SCc3cn4ccccc4n3)cnc2c1	-7	i	i	i	i	i	i	-20	1.4	i	i
COCCOc1ccc(C(F)(F)F)cc1NC(=O)COC(=O)c1cc([N+](=O)[O-])ccc1N1CCOCC1	-4	i	i	i	i	i	i	4	-0.3	i	i
CCOC(=O)c1nn(-c2ccccc2)c(=O)cc1OCC(=O)Nc1cc(C)ccc1OC	7	i	i	i	i	i	i	17	-0.2	i	i
CCOC(=O)NCc1ccc(S(=O)(=O)Nc2ccccc2C)cc1	0	i	i	i	i	i	i	9	-0.7	i	i
CC(=O)NCCc1nc2ccccc2n1CCOc1ccccc1C	12	i	i	i	i	i	i	0	-0.6	i	i
O=C(NNc1cccc(Cl)n1)Nc1ccc(Cl)cc1	-5	i	i	i	i	i	i	2	1.4	i	i
Cc1ccccc1OCC(=O)Nc1ccc(S(=O)(=O)N2CCOCC2)cc1	-6	i	/	i	i	i	i	-5	-0.1	/	/
Cc1sc2ncn3cnnc3c2c1C	-2	i	i	i	i	i	i	1	-0.1	i	i
CCOc1ccc(/C=N/NC(=O)C(OC)c2ccccc2)cc1 (centres undefined)	-1	i	i	i	i	i	i	-2	-0.5	i	i

3 compounds from above, sorted by the value under Platelet DG rel, ascending.
molecule | Platelet DG rel | TRPC6 act | RGS4 inh | TRPC4 inh | MrgX1 antagonist
O=C(NNc1cccc(Cl)n1)Nc1ccc(Cl)cc1 | -5 | i | i | i | i
CCOc1ccccc1-c1noc(CCC(=O)NC2CCCCC2)n1 | 5 | i | i | i | i
CCOC(=O)c1nn(-c2ccccc2)c(=O)cc1OCC(=O)Nc1cc(C)ccc1OC | 7 | i | i | i | i

Continuation:
SMILES	Platelet DG rel	TRPC6 act	MrgX1 ag	RGS4 inh	RGS4 pot	TRPC6 inh	TRPC4 inh	SKKanGAS inh	HIF act	MrgX1 antagonist	MrgX1 PAM
COc1cc(C2C(C#N)=C(N)Oc3cc(O)ccc32)cc(OC)c1OC (centres undefined)	5	i	i	i	i	i	i	-8	0.3	i	i
CCCCn1c(=O)n(C)c(=O)c2c(C(F)(F)F)cc(-c3ccncc3)nc21	-7	i	i	i	i	i	i	-11	-12	i	i
O=C(O)c1cccnc1SC1CC(=O)N(CCc2ccccc2)C1=O (centres undefined)	-6	i	i	i	i	i	i	-1	0.1	i	i
Cc1ccc(-n2[nH]c(C)c(C=Nc3ccc(S(=O)(=O)N4CCOCC4)cc3)c2=O)c(C)c1	-2	i	i	i	i	i	i	1	0.2	i	i
Cc1ccc(OC(=O)c2ccccc2C(=O)OCC(F)(F)C(F)F)cc1	9	i	i	i	i	i	i	17	0.0	i	i
COC(C(=O)Nc1ccc(F)cc1)c1ccccc1 (centres undefined)	1	i	i	i	i	i	i	5	0.2	i	i
Cc1ccc2cc(/C=N/Nc3ccc(C(=O)O)cc3)c(Cl)nc2c1	18	i	i	i	i	i	i	29	2.7	-15*	i
Cc1cc(/C=N/Nc2nc(N)ncc2[N+](=O)[O-])c(C)n1-c1ccccc1F	28	i	i	i	i	i	i	4	1.1	i	i
O=C(CSc1n[nH]c(-c2cccs2)n1)NCc1cccs1	10	i	i	i	i	-6.8*	i	-1	-0.2	i	i
O=C(Nc1ccnc(-c2cccnc2)n1)c1cccc(Cl)c1Cl	9	i	i	i	i	i	i	1	-0.4	i	i
CC(=O)N1CCc2cc(S(=O)(=O)CCC(=O)N3CCN(c4ccccc4F)CC3)ccc21	-6	i	i	i	i	i	i	-3	0.0	i	i
COC(=O)C1=C(C)NC(=S)N(C(C)=O)C1c1ccc(OC)c(OC)c1 (centres undefined)	-6	i	i	i	i	i	i	-18	0.3	i	i
Cc1ccc(S(=O)(=O)N=C2SCCCS2)cc1	3	i	i	i	i	i	i	-2	1.4	i	i
O=C1NCCN1Cc1cccc(Cl)c1	6	i	i	i	i	i	i	-2	-0.6	i	i
COc1ccc(C2C3=C(NCCN=C3c3ccccc3)C(=O)N2c2ccccc2)c(OC)c1 (centres undefined)	-3	i	i	i	i	i	i	1	-1.0	i	i
NC(=O)c1snnc1-c1ccccc1	-7	i	i	i	i	i	i	7	0.0	i	i
Cc1cc(=O)oc2cc(OC(C)C(=O)NCCCN3CCCC3=O)c(Cl)cc12 (centres undefined)	-10	i	i	i	i	i	i	-2	0.3	i	i
O=C(CN1C(=O)COc2ccccc21)N(CCCN1CCOCC1)CC1CC=CCC1 (centres undefined)	1	i	i	i	i	i	i	1	-0.2	i	i
CC(=O)C1=C(C)Nc2ncnn2C1c1ccccc1Cl (centres undefined)	0	i	i	i	i	i	i	-1	/	i	i
CCOC(=O)c1c(NC(=O)CSc2nnc(Cc3ccccc3)o2)sc(C(C)=O)c1C	3	i	i	i	i	i	i	2	0.2	i	i
Nc1ccccc1C(=O)NC1CCCCNC1=O (centres undefined)	/	i	i	i	i	i	i	2	/	i	i
CC(=O)c1cccc(NC(=O)c2ccccc2N(C)S(=O)(=O)c2ccc(C)cc2)c1	3	i	i	i	i	i	i	-2	-1.9	i	i
O=C(CCn1c(=O)oc2cc(Cl)ccc21)Nc1ccc(N2CCOCC2)cc1	-7	i	i	i	i	i	i	5	-0.5	i	i
CC(=O)c1ccc(NC(=O)CSC2=NS(=O)(=O)c3cc(Cl)ccc3N2)cc1	-13	i	i	i	i	i	i	6	0.0	i	i
Cc1cc2oc3c(c(=O)c2cc1C)C(c1ccc(C(C)C)cc1)N(CCCN1CCOCC1)C3=O (centres undefined)	-2	i	i	i	i	i	i	-1	0.0	i	i
COc1ccccc1CCNC(=O)C1CCC(=O)N(C2CCCCCC2)C1 (centres undefined)	-1	i	i	i	i	i	i	7	-0.8	i	i
CC1CN(C(=O)CCC(=O)N2CCCCC2)c2cc(Cl)ccc2O1 (centres undefined)	-18	i	i	i	i	i	i	-3	-0.1	i	i
Nc1nnc(SCc2coc(-c3ccc(Cl)cc3)n2)s1	10	i	i	i	i	i	i	-8	1.7	i	i
CCOC(=O)C1=C(C)N(CCCC(=O)O)C(=O)NC1c1ccccc1Cl (centres undefined)	-5	i	i	i	i	i	i	-2	0.2	i	i
COc1cccc(CNC(=O)CNS(=O)(=O)c2ccc(Br)s2)c1	-9	i	i	i	i	i	i	-7	0.1	i	i
Cc1ccc(NC(=O)CSc2n[nH]c(-c3cccnc3)n2)c(Br)c1	3	i	i	i	i	i	i	-5	-21	i	i
CCCCOCCCN1CC(=O)N2C(C)c3[nH]c4ccccc4c3C[C@H]2C1=O (some centres undefined)	-14	i	i	i	i	i	i	2	-1.8	i	7.5*
Cn1c(=O)c2cc(NCc3ccccc3)nnc2n(C)c1=O	0	i	i	i	i	i	i	5	0.3	i	i
Cc1cc(C)n2nc(SCC(=O)c3cc(C)n(CC4CCCO4)c3C)nc2n1 (centres undefined)	-5	i	i	i	i	i	i	7	-0.3	i	i
Cc1ccc(/C=c2\sc3nc(-c4cccs4)nn3c2=O)o1	1	i	i	i	i	i	i	-5	-0.2	i	i
C/C(=N\NC(=S)NC1CCCCC1)c1ccc(O)cc1	3	i	i	i	i	i	i	-4	1.1	i	i
COc1ccc(NC(=O)Cn2nnc(-c3ccc(CN4CCOCC4)cc3)n2)c(OC)c1	7	i	i	i	i	i	i	2	-0.1	i	i
CCN1CCN(c2ncnc3c2c(-c2ccccc2)cn3-c2ccc(F)cc2)CC1	3	i	i	i	i	i	i	-3	-0.3	i	i
COC(=O)c1ccc2nc(C)cc(Nc3ccccc3C)c2c1	5	i	i	i	i	-5.9*	i	-1	0.2	i	i
CC(C)=CCN1CCN(C/C(Cl)=C/c2ccccc2)CC1CCO (centres undefined)	-18	i	i	i	i	i	i	-14	-0.5	i	i
N#C/C(=C\c1ccc(F)cc1)C(=O)Nc1ccccn1	14	i	i	i	i	i	i	0	-9.8	i	i
Cn1c(SCC(=O)NNC(=O)c2ccccc2O)nnc1-c1ccccc1	11	i	i	i	i	i	i	4	0.0	i	i
CC(=O)c1ccc(N2CCN(C(=O)/C=C/c3ccc(S(=O)(=O)N4CCOCC4)cc3)CC2)cc1	-2	i	i	i	i	i	i	3	-0.6	i	i
Clc1ccc(-n2cccc2)cn1	3	i	i	i	i	i	i	3	0.5	i	i

Screens as filed in PubChem BioAssay.
